# TEAD-YAP inh: TEAD-YAP interaction inhibition, primary screen, TEAD-YAP interaction inhibitor project, luminescence, HEK-TIYL cells | hit rate 1.4% among 640,000 | AID 1259422, 2018 | inhibition, % at 9.12 µM | TEAD-Gal4/YAP UAS-luciferase luminescence; in the data active means inhibition above about 32%;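 further: 0% = median of test compound wells and 100% = reference inhibitor wells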
# MITF inh: MITF inhibitors, primary screen, biochemical, AlphaScreen, human. Microphthalmia-associated transcription factor (Homo sapiens), O75030. AlphaScreen MITF homodimerization, bead proximity signal. inhibition, % at 2.6 µM. hit rate 0.91% among 650,000; in the data active means inhibition above about 50%;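 further: 0% = vehicle wells with protein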
# Target sequence (O75030 whole entry, looked up): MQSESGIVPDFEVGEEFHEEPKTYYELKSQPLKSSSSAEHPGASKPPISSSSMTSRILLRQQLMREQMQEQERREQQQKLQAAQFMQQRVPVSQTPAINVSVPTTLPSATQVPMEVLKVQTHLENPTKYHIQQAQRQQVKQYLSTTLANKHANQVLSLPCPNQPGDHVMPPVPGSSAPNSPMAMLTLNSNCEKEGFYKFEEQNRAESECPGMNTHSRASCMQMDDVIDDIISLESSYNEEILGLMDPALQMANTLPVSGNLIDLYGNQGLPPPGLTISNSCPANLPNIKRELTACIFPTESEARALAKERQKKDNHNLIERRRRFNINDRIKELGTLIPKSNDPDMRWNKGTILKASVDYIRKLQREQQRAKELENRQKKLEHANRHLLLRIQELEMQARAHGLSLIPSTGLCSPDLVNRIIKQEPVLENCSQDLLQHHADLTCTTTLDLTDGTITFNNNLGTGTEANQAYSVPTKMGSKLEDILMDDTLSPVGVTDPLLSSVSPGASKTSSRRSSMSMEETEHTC
# FBW7 act: FBW7 E3 ligase activators, primary screen, biochemical, AlphaScreen, human | F-box/WD repeat-containing protein 7 (Homo sapiens), Q969H0 | AlphaScreen FBW7–phospho-cyclin E peptide binding, activator screen | normalized activity (activation), % at 26.1 µM | hit rate 0.13% among 650,000 | AID 1259310, 2017; in the data active means normalized activity above about 1.9%;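 further: purified mutant Fbw7 with reduced substrate affinity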
# GPR151 ag: activators of human GPR151, primary screen, cell-based, PathHunter beta-arrestin, luminescence; G-protein coupled receptor 151 (Homo sapiens), Q8TDV0; PathHunter beta-arrestin GPR151 cells; activation, % at 11.2 µM; hit rate 1% among 650,000; AID 1508602, 2020; in the data active means activation above about 4.9%;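 further: 0% = median of compound wells and 100% = cells with positive control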
# Target sequence (Q8TDV0 whole entry, looked up): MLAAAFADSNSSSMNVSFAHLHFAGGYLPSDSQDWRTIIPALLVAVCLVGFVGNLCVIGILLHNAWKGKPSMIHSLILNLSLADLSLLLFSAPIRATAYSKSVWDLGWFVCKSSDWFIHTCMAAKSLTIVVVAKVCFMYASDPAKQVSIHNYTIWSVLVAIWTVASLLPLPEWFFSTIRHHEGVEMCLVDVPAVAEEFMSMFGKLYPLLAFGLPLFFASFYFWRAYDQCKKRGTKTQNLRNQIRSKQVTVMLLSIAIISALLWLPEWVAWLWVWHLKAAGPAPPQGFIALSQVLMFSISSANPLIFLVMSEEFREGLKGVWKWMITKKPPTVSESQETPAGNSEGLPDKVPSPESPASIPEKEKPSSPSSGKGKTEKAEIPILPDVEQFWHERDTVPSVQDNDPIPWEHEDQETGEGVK
# Numbers without * were called inactive; / = not tested or not shown.
SMILES,TEAD-YAP inh,MITF inh,FBW7 act,GPR151 ag
COCc1cnc2c(c1SCC(=O)N1CCOCC1)c(=O)n(C)c(=O)n2C,3,2,-0.1,1.6
COc1cccc(NC(=O)c2cc3c(=O)n4ccccc4nc3n(CC(C)C)c2=N)c1,-8,-5,0.0,5.0*
CC(C)c1ccc(/C=C(\NC(=O)c2ccccc2)C(=O)NCC2CCCO2)cc1 (stereo not given),14,12,0.0,-1.9
CCCOc1ccc(NC(=O)C2CC(=O)N(Cc3ccccc3)C2)cc1 (stereo not given),17,8,-0.1,-0.6
Cc1ccccc1-c1c(C)oc2c(CN(C)C)c(O)ccc2c1=O,-2,-6,-0.3,0.3
N#CCCn1cc(C(=O)Nc2ccc(C(=O)O)cc2)c(-c2cccc([N+](=O)[O-])c2)n1,2,-9,0.1,-1.6
O=C(Nc1ccc(S(=O)(=O)N2CCCC2)cc1)c1ccc(Cl)cc1,-1,2,-0.2,3.7
CCOC(=O)c1c(NC(=O)c2cc(-c3ccccc3Cl)nc3ccccc23)sc2c1CCC(CC)C2 (stereo not given),5,24,0.2,-0.9
O=C(NCc1cccnc1)c1ccccc1NC(=O)c1cccc2ccccc12,11,13,0.6,0.9
O=C1c2ccccc2C(=O)c2cc(S(=O)(=O)N3CCN(c4ccccn4)CC3)ccc21,-7,11,1.3,3.5
Cc1ccc(-c2csc(NC(=O)COc3ccccc3C(C)(C)C)n2)cc1,-3,56*,0.8,-0.7
O=C1CCC(CCNCc2ccncc2)N1CCc1ccccc1F (stereo not given),-5,10,0.0,0.6
O=C1c2cccc3cccc(c23)C(=O)N1CC1CCN(CC(O)COc2ccc(F)cc2)CC1 (stereo not given),4,-15,-0.2,0.1
CCOC(=O)C1(Cc2ccccc2)CCCN(CCCn2cccn2)C1 (stereo not given),8,0,0.4,0.4
O=c1oc2cc(Br)ccc2n1CNc1cccc([N+](=O)[O-])c1,8,7,-0.1,-1.9
Cc1sc2ncnc(N3CCN(c4ncccn4)CC3)c2c1C,5,3,0.0,0.2
Cc1cc(C)nc(CCNC(=O)CC2C(=O)NCCN2Cc2ccc(F)cc2Cl)n1 (stereo not given),-4,1,-0.2,-1.1
COc1ccc(/C=C(\NC(=O)c2cccs2)C(=O)N2CCN(C)CC2)cc1OC,-11,-5,0.4,0.9
COC(=O)c1ccc(COC(=O)c2ccccc2I)cc1,-5,-2,0.3,-7.0
COc1cc(/C=C2\NC(=S)NC2=O)cc(OC)c1OC,-6,-8,0.0,1.1
CCN1C(=O)N/C(=C/c2cc(C)n(-c3ccc(C)cn3)c2C)C1=O,-19,3,-0.1,-0.6
CC(C)C(=O)NC(C)c1nc(-c2cccnc2)n[nH]1 (stereo not given),4,3,0.4,0.3
Cc1csc(SCc2cc(=O)c(OC(=O)c3ccccc3Cl)co2)n1,0,-12,-0.3,-1.2
O=c1c2c(nc(NCCO)n1-c1ccccc1)-c1ccccc1CC21CCCCC1,0,13,0.3,1.8
C/C(=N\NC(=O)c1ccc(=O)[nH]n1)c1cccs1,-22,4,0.0,-1.6
Cc1n[nH]c(C)c1CCCOc1ccc([N+](=O)[O-])cc1,5,18,0.8,0.6
Cc1cnc(N2CCCC2CO)nc1Nc1ccccc1 (stereo not given),6,14,0.1,4.2
CC1CCCC(C)N1C(=O)COC(=O)c1ccc(S(=O)(=O)N(C)c2ccccc2)cc1 (stereo not given),3,11,0.2,0.7
Cc1[nH]nc(SCC(=O)Nc2sc3c(c2C(N)=O)CCC(C)C3)c1[N+](=O)[O-] (stereo not given),7,7,0.7,-0.4
COc1ccc(OC)c(Nc2nnc(-c3cc4c(ccc5ccccc54)oc3=O)s2)c1,-2,1,0.0,0.7
CCOC(CNC(=O)c1ccc2c(c1)ncn2-c1cc(C)cc(C)c1)OCC,9,7,0.0,0.1
COc1cc(C(=O)Nc2ccc(-c3nc4cc(Cl)ccc4o3)cc2)cc(OC)c1OC,1,-6,0.3,-0.6
O=C(CSc1nc(-c2ccccc2)ns1)OCc1ccccc1,3,-6,0.1,-4.8
Cc1ccc(C2=NN(C(=O)CCC(=O)O)C(c3ccccc3F)C2)cc1 (stereo not given),3,-9,0.1,-0.5
Nn1c(COc2ccccc2)nnc1SC(F)F,1,14,0.0,1.4
CCC1CCCCN1CCCNC(=O)Cn1ncn2nc(-c3cccs3)cc2c1=O (stereo not given),-6,-6,0.1,-2.4
C/C(CC(=O)NCc1ccccc1)=N\NC(=O)C(=O)Nc1ccc(C)c(Cl)c1,0,-9,0.1,-0.5
COc1ccc(C(=O)N2CCC(C(=O)Nc3ccc(Br)cc3)CC2)cc1,-16,8,0.1,-0.4
CCCn1ncc(CN2CCC(n3nccc3NC(=O)CCc3ccccc3)CC2)c1C,-4,19,-0.2,6.6*
Cc1nc2c(c(=O)[nH]1)CCN(Cc1c(C)oc3ccccc13)C2,-10,2,-0.1,0.2
O=[N+]([O-])c1ccc(Cc2noc(COc3ccc4ccccc4c3)n2)cc1,1,8,-0.2,0.3
CCN1CCN(Cc2c(O)ccc(C(=O)Cc3ccc(OC)cc3)c2O)CC1,-8,-5,-0.1,-0.9
CNCCNS(=O)(=O)c1cccc2cnccc12,17,1,-0.1,1.5
Cc1cc(C)nc(/N=C(\N)Nc2cccc3ccccc23)n1,4,10,0.0,0.9
Cc1ccc2nc(NC3=NCN(Cc4ccc5c(c4)OCO5)CN3)nc(C)c2c1,9,-1,0.3,-0.1
Cc1nnc(NC(=O)CN2CCC(O)(c3cccnc3)CC2)s1,-23,7,0.1,-1.2
CCN(CC)C(=O)c1ccc(SCc2ccccc2C)c([N+](=O)[O-])c1,10,1,0.0,0.4
CC(=O)NC(=S)Nc1cccc(S(=O)(=O)N2CCOCC2)c1,9,13,0.2,-1.3
COc1ccc(-n2nc3c(c2NC(=O)c2cccc([N+](=O)[O-])c2C)CS(=O)(=O)C3)cc1,-4,7,0.1,-1.6
COc1ccc(C2C(C(=O)c3ccco3)=C(O)C(=O)N2Cc2cccnc2)cc1OC (stereo not given),6,13,0.6,1.9
# (next part)
SMILES,TEAD-YAP inh,MITF inh,FBW7 act,GPR151 ag
CCOc1ccc2c(c1)S/C(=C/c1ccc(C(=O)OC)cc1)C(=O)N2,-9,-3,0.0,-1.3
CCc1c(C)sc(NC(=O)c2ccc(Cl)cc2[N+](=O)[O-])c1C(=O)OC,-16,-26,-0.2,1.8
C=CCN(c1ccccc1)C(C(=O)Nc1ccc(C(C)C)cc1)c1cc2c(cc1[N+](=O)[O-])OCO2 (stereo not given),-11,3,0.5,-0.8
Cc1cccc(C)c1NC(=O)CSc1nc(N)cc(=O)[nH]1,-2,14,0.1,0.3
COc1ccccc1N1CCN(CC2CN3C(=O)N(C)c4ccccc4C3=N2)CC1 (stereo not given),/,2,0.0,0.6
CCC(C)Sc1nc(C)nc2c1c(=O)n(C)c(=O)n2C (stereo not given),5,-4,-0.1,-0.5
COc1ccc(N(CC(=O)Nc2ccc(Br)cc2)S(=O)(=O)c2ccccc2)c(OC)c1,2,2,0.0,1.8
N#C/C(=C/c1cccc2ccccc12)c1nn(CCO)c(N)c1C#N,7,11,0.1,-0.9
CC(=O)N1CCN(Cc2ccc(Cl)cc2Cl)CC1,13,17,0.2,-1.2
CCOC(=O)C1=C(C)NC(=S)NC1c1cc(C(C)C)c(OC)cc1C (stereo not given),-7,0,0.0,-1.2
c1ccc(Nc2nc(N3CCOCC3)nc3nc[nH]c23)cc1,0,30,-0.2,0.0
CCCN(C(=O)Cn1ncc2c(=O)oc3ccccc3c21)c1ccc(F)cc1,6,-2,0.1,-0.8
CCCCCNC(=O)CSc1ccc(C(=O)Nc2ccccc2OC)cc1[N+](=O)[O-],5,14,0.1,-1.0
CCCNc1nccn2c(-c3ccc4c(c3)OCO4)cnc12,-41,-8,-0.5,0.0
CC(C)N(C(=O)Cn1ccc(=N)c2ccccc21)C(C)C,4,21,0.1,1.9
Cc1nnc(SCC(=O)N2CCN(c3ccccc3)CC2)[nH]c1=O,0,6,0.1,4.3
Cc1nnc(N/N=C/c2ccccc2C(=O)O)[nH]c1=O,-8,11,-0.1,1.1
COc1cc(/C=N/Nc2nnc(C)n2N)ccc1OCc1ccccc1,-24,-4,-0.4,-1.8
COc1ccc(OCC(O)CN2CCN(c3ccc(F)cc3)CC2)cc1 (stereo not given),-4,-5,0.0,-1.3
CCC(=O)N1CCc2cc(S(=O)(=O)NCCC(=O)Nc3cccc(C)c3C)ccc21,-1,25,0.7,0.8
Cc1ccccc1-c1cnnc(NCc2nc3ccccc3c(=O)[nH]2)n1,-1,15,0.0,-0.7
Nn1c(SCC(=O)N2CC(=O)Nc3ccccc32)nnc1C1CCCCC1,13,5,-0.1,-0.2
O=C(NCc1ccc(Cl)cc1)C1C2C=CC3(CN(Cc4ccccc4)C(=O)C13)O2 (stereo not given),2,4,-0.1,5.1*
CN(C(=O)C1COc2ccccc2C1)c1ccc(-c2cn[nH]c2)cc1 (stereo not given),-9,-18,-0.1,0.8
COc1ccc2c(c1)N(C)/C(=c1/s/c(=C3/C(=O)N(c4ccccc4Cl)N=C3C)n(Cc3ccccc3)c1=O)S2,-1,13,-0.3,0.2
COC(CNC(=S)Nc1cccc(F)c1)OC,6,-4,0.1,0.7
Cc1cc([N+](=O)[O-])ccc1NC1OC(CO)C(O)C(O)C1O (stereo not given),4,-4,0.0,-0.9
O=C(CN1CCN(c2ccccn2)CC1)Nc1ccc(F)cc1,-9,-1,-0.1,0.2
N#CC1=C(N)Oc2c([nH]c(=S)[nH]c2=O)C1c1cccc([N+](=O)[O-])c1 (stereo not given),3,4,-0.4,1.9
O=C(C1CCCN(S(=O)(=O)c2cccnc2)C1)N1CCn2c1nc1ccccc12 (stereo not given),-1,-3,-0.2,0.3
COc1cc(C(=O)Nc2ccc(C(C)=O)cc2)c([N+](=O)[O-])cc1OC,12,10,0.0,2.1
C=C(C)c1cccc(C(C)(C)NC(=O)Nc2cc(C)[nH]n2)c1,5,8,-0.4,2.0
COc1ccccc1CC(=O)NC12CC3CC(CC(C3)C1)C2,-4,-11,-0.2,-1.4
Cc1ccc(C)c(OCC(=O)Nc2ccc([N+](=O)[O-])cc2)c1,-21,9,-0.1,1.0
CCOC(=O)C(=O)Nc1c(C(=O)Nc2ccccc2F)oc2ccccc12,1,14,0.6,-0.1
NC(=O)C1CCN(C(=O)C(=O)c2c[nH]c3ccccc23)CC1,-11,-1,-0.1,1.4
Cc1cc2c(c(-c3ccc4nc(C)ccc4c3)c1)OC(CNC(=O)[C@@H]1CCC(=O)N1)C2 (stereo not given in full),3,2,0.0,0.3
OCC1CCCN1c1nc(NCc2cccc(C(F)(F)F)c2)c2ncn(C3CCCCC3)c2n1 (stereo not given),-7,-4,-0.1,-0.5
CC(=O)CCC(=O)NCCc1ccccc1F,8,9,1.0,-1.3
Cc1cc(/C=N/Nc2ccc(S(N)(=O)=O)cc2)c(C)n1CC(C)C,-8,4,-0.2,-0.8
COc1ccc(Br)cc1C1C(C(=O)Nc2ccc(Cl)cc2)=C(C)Nc2ncnn21 (stereo not given),2,28,0.1,0.1
CCn1c(SCC(N)=O)nnc1C(C)C,-3,2,-0.1,1.4
Cc1ccc(-n2nc3c(c2NC(=O)c2ccccc2Br)CS(=O)(=O)C3)cc1,0,11,-0.2,1.7
Cc1ccc(C2C(=O)N(C3CCCCCC3)CC(=O)N2C2CCCCC2)cc1 (stereo not given),12,7,0.1,0.4
CCn1c2ccccc2c2cc(NC(=O)CCCn3c4ccccc4c(=O)c4cc(C)ccc43)ccc21,13,-5,-0.1,0.5
COc1ccc(CCN(C(=O)c2cc(Cl)cc(Cl)c2)C2=CC3CCC(C2)N3C)cc1OC (stereo not given),4,7,0.4,-1.4
O=C(CCN1CCN(c2ccc(Cl)cc2)CC1)Nc1cccc(Cl)c1,-1,-4,0.0,0.7
